Screening results from PubChem BioAssay.
Mtb BioA inh = inhibitors of Mycobacterium tuberculosis BioA enzyme | purified M. tuberculosis BioA enzyme, plate reader | inhibition, % at 9.99 µM | 0.096% of 360,000 active; in the data active = inhibition above about 40%; inconclusive = no clear call, values can overlap the other calls
VHR inh abs = inhibitors of human VHR1 phosphatase (DUSP3); recombinant VHR phosphatase, pNPP absorbance; 0.52% of 290,000 active; inhibition, % at 13.3 µM; in the data active = inhibition above about 50%; also: some compounds called inactive have numbers as strong as hits
Target sequence (P51452 whole entry, looked up): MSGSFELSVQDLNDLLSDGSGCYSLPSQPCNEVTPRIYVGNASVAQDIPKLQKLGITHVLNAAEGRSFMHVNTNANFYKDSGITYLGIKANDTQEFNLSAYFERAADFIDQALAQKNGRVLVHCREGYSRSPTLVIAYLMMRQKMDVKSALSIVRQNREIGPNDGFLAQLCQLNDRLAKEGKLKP
BoNT-F LC inh = inhibitors of Botulinum neurotoxin F light chain protease; Multiplex microsphere protease cleavage assay, flow cytometry; inhibition, % at 10 µM; 0.22% of 360,000 active; AID 588497; in the data active = inhibition above about 35%, passing the limit was not always enough; inconclusive = no clear call, values can overlap the other calls; also: plate controls were buffer without enzyme for full effect and enzyme alone for no effect
Rv3671c protease = Rv3671c (M. tuberculosis) protease inhibition; P9WHR9; 0.048% of 320,000 active; inhibition, % at 5.96 µM; in the data active = inhibition above about 38%;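 also: extracellular domain of Rv3671c used as enzyme; 0% = enzyme with DMSO and 100% = no enzyme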
Target sequence (P9WHR9 whole entry, looked up, the tested form may be a part): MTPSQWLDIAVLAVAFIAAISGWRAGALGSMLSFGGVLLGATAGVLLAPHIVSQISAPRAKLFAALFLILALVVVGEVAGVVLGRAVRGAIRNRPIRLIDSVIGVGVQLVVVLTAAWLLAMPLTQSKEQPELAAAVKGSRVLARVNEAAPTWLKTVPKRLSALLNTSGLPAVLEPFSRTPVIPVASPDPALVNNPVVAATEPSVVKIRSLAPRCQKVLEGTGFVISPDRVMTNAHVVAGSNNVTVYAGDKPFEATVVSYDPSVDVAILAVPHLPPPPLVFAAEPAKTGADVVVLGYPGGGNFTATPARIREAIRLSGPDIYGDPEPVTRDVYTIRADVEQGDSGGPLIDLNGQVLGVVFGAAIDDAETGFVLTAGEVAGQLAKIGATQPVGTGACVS
FadD28 binding = inhibitors of Mycobacterium tuberculosis FadD28 bisubstrate binding. FadD28 bisubstrate probe binding, fluorescence polarization. inhibition, % at 12.5 µM. 0.22% of 360,000 active. AID 588549; in the data active = inhibition above about 8.5%, passing the limit was not always enough; inconclusive = no clear call, values can overlap the other calls
Mtb UGM inh = inhibitors of M. tuberculosis UDP-galactopyranose mutase; P9WIQ1; purified UGM, fluorescence polarization probe displacement; inhibition, % at 10 µM; 0.06% of 320,000 active; AID 504406; in the data active = inhibition above about 10%, passing the limit was not always enough; inconclusive = no clear call, values can overlap the other calls
Target sequence (P9WIQ1 whole entry, looked up): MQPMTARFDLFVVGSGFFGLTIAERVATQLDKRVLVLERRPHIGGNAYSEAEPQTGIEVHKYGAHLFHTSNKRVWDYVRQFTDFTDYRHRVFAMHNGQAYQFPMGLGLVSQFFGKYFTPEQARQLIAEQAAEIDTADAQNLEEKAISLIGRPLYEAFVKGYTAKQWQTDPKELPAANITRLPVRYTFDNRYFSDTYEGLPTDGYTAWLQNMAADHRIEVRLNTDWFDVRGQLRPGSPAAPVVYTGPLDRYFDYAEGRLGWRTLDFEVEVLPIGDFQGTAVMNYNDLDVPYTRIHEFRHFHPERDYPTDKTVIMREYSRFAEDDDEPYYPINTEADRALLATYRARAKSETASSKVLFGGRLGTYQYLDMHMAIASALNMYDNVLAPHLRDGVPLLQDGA
MazF activator = MazEF (E. coli) toxin RNase activation; FAM/BHQ RNA-DNA oligo cleavage fluorescence, 5 h; AID 504720; activation, % at 20 µM; 0.32% of 350,000 active; P0AE70; in the data active = activation above about 50%
GDH-TPI counter = GDH-TPI coupled enzyme inhibition counter-screen; GDH-TPI coupled enzyme counterscreen, NADH absorbance; 1.2% of 360,000 active; inhibition, % at 4.8 µM;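 also: 0% = DMSO wells and 100% = wells lacking the enzyme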
CCHF vOTU inh = blocks the CCHF virus ovarian tumor domain protease; CCHFV vOTU protease, Pep-AMC fluorescence; inhibition, % at 11.5 µM; 0.55% of 370,000 active; AID 651958; also: 0% = vehicle wells with enzyme and 100% = no enzyme wells
FBA Mtb inh = inhibitors of M. tuberculosis fructose-bisphosphate aldolase. P9WQA3. purified M. tuberculosis FBA, fluorescence read-out. inhibition, % at 1 µM. 2.3% of 360,000 active. AID 588726; in the data active = inhibition above about 27%;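 also: 0% = vehicle and 100% = reference inhibitor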
An asterisk follows results filed as active. Rule as the data show it, unless noted: active = inhibition above about 30%; inactive = the rest.

For COc1cc(O)c(C(CC(=O)N2CCOCC2)c2ccc3c(c2)OCO3)c(OC)c1 (centres undefined) the results were Mtb BioA inh -2.0, VHR inh abs 11.1, BoNT-F LC inh -3.0, Rv3671c protease -5.8, FadD28 binding -1.7, Mtb UGM inh 3.1, MazF activator -8.0, GDH-TPI counter -6.9, CCHF vOTU inh -2.5 and FBA Mtb inh -1.5.
For O=c1cc(CSc2nnc(COc3cccc4ccccc34)o2)c2ccccc2[nH]1 the results were VHR inh abs 16.6, BoNT-F LC inh -0.7, Rv3671c protease -10.0, FadD28 binding -9.9, Mtb UGM inh 2.6, MazF activator -1.2, GDH-TPI counter -2.5, CCHF vOTU inh 5.1 and FBA Mtb inh 1.0.
`CC12CCC(=O)N1C(C(=O)NCCN1C(=O)S/C(=C\c3ccccc3F)C1=O)CS2` (centres undefined) gave BoNT-F LC inh 2.8, Rv3671c protease 9.3, FadD28 binding -2.4, Mtb UGM inh 5.9, MazF activator 0.5, GDH-TPI counter 21.5, CCHF vOTU inh -2.1 and FBA Mtb inh -4.0.
For CCC(=O)c1ccc(OCC(O)Cn2nc(C)c(C(C)=O)c2C)cc1 (centres undefined) the results were VHR inh abs 9.1, BoNT-F LC inh 0.1, Rv3671c protease 0.1, FadD28 binding -4.0, Mtb UGM inh 0.3, MazF activator -1.4, GDH-TPI counter 5.2, CCHF vOTU inh 8.9 and FBA Mtb inh -1.2.
For Nn1c(SC/C=C/c2ccccc2)nnc1-c1cccnc1 the results were Mtb BioA inh 109.2*, VHR inh abs -19.4, BoNT-F LC inh 3.8, Rv3671c protease 6.1, FadD28 binding -0.9, Mtb UGM inh 1.1, MazF activator 5.5, GDH-TPI counter -0.6, CCHF vOTU inh -5.4 and FBA Mtb inh 2.0.
`O=C(Nc1nnc(-c2ccncc2)o1)c1ccccc1` gave VHR inh abs 15.2, BoNT-F LC inh -5.8, Rv3671c protease -1.9, FadD28 binding -3.2, Mtb UGM inh 0.2, MazF activator 35.0, GDH-TPI counter 8.8, CCHF vOTU inh 5.4 and FBA Mtb inh -0.1.
For Cc1sc2ncn3c(C)nnc3c2c1C the results were Mtb BioA inh -1.1, VHR inh abs 21.1, BoNT-F LC inh 1.2, Rv3671c protease -13.5, FadD28 binding -0.1, Mtb UGM inh 0.1, MazF activator -1.6, GDH-TPI counter -3.9, CCHF vOTU inh -8.1 and FBA Mtb inh 0.2.
Screening COc1cccc(S(=O)(=O)N2CCN(C(=O)c3ccco3)CC2)c1 returned Mtb BioA inh -2.9, VHR inh abs 15.1, BoNT-F LC inh -0.8, Rv3671c protease 4.5, FadD28 binding -1.1, Mtb UGM inh 0.1, MazF activator -1.3, GDH-TPI counter -7.2, CCHF vOTU inh -4.9 and FBA Mtb inh -0.3.
For Cc1cccc(-n2cnc(C(=O)O)c2)n1 the results were Mtb BioA inh -2.2, VHR inh abs 31.0, BoNT-F LC inh -8.2, Rv3671c protease 2.8, FadD28 binding -2.7, Mtb UGM inh -0.8, MazF activator -5.5, GDH-TPI counter 3.7, CCHF vOTU inh 5.5 and FBA Mtb inh 0.9.
COCCOC1CCN(C(=O)C2CCC(=O)N(CCc3ccc(OC)cc3)C2)CC1 (centres undefined) was read as Mtb BioA inh -3.6, VHR inh abs 22.8, BoNT-F LC inh 3.2, Rv3671c protease -4.5, FadD28 binding 0.7, Mtb UGM inh -3.9, MazF activator 1.6, GDH-TPI counter 0.4, CCHF vOTU inh -8.7 and FBA Mtb inh 1.6.
`COc1cccc(NC(=O)C(NC2CCCC2)c2ccccc2)c1` (centres undefined) gave VHR inh abs 1.5, BoNT-F LC inh -3.5, Rv3671c protease 3.1, FadD28 binding -0.5, Mtb UGM inh 0.7, MazF activator -3.5, GDH-TPI counter 8.6, CCHF vOTU inh 8.4 and FBA Mtb inh 4.0.
For CNc1cncc(-c2ccc(F)cc2F)n1 the results were Mtb BioA inh -2.8, BoNT-F LC inh 1.0, FadD28 binding -0.2, GDH-TPI counter 14.3, CCHF vOTU inh -200.3 and FBA Mtb inh 111.5*.
CCCCOc1ccc(C(=O)NCC(=O)NC2CC2)cc1 was read as Mtb BioA inh 0.4, BoNT-F LC inh 0.4, FadD28 binding -0.3, MazF activator -2.3, GDH-TPI counter -3.9, CCHF vOTU inh 18.1 and FBA Mtb inh 1.8.
O=C(Cc1ccc([N+](=O)[O-])cc1)OCc1c(F)cccc1Cl was read as Mtb BioA inh 0.5, VHR inh abs 30.4, Rv3671c protease -3.6, FadD28 binding -1.6, Mtb UGM inh 1.5, MazF activator -2.4, GDH-TPI counter 3.4, CCHF vOTU inh -1.2 and FBA Mtb inh -2.6.
COCCCNC(=O)C[C@H]1C[C@H](C(=O)N2CCCCC2)[C@@]2(C)c3[nH]c4cc(-c5ccco5)ccc4c3CCN2C1=O was read as Mtb BioA inh 0.1, BoNT-F LC inh 1.6, FadD28 binding -2.0, MazF activator 2.2, GDH-TPI counter -1.4, CCHF vOTU inh -29.9 and FBA Mtb inh 27.3*.
Screening CCCCc1nc2cc(C(=O)N(C)C3CCOCC3)ccc2o1 returned Mtb BioA inh -0.3, VHR inh abs 14.4, BoNT-F LC inh 0.3, Rv3671c protease 8.1, FadD28 binding -2.9, Mtb UGM inh 3.0, MazF activator 5.7, GDH-TPI counter -1.0, CCHF vOTU inh -2.2 and FBA Mtb inh -2.0.
`O=C(Nc1nnc(C2CC2)s1)c1ccco1` gave VHR inh abs 14.7, BoNT-F LC inh -3.5, Rv3671c protease 7.5, FadD28 binding -2.1, Mtb UGM inh 3.0, MazF activator 16.9, GDH-TPI counter -0.6, CCHF vOTU inh -1.1 and FBA Mtb inh -4.0.
For Cc1noc(C(=O)Nc2ccc3c(c2)OCO3)c1Cl the results were Mtb BioA inh 0.4, VHR inh abs 16.3, BoNT-F LC inh -6.7, Rv3671c protease 8.1, FadD28 binding 0.3, Mtb UGM inh 2.0, MazF activator 5.9, GDH-TPI counter 9.4, CCHF vOTU inh 4.3 and FBA Mtb inh 2.8.
`COc1ccc(N2C(=NC(=O)CC3CCCCC3)SC3CS(=O)(=O)CC32)cc1` (centres undefined) gave Mtb BioA inh 7.4, VHR inh abs 15.0, BoNT-F LC inh -4.6, Rv3671c protease -6.7, FadD28 binding 0.4, Mtb UGM inh -2.0, MazF activator -19.9, GDH-TPI counter -0.4, CCHF vOTU inh -6.3 and FBA Mtb inh 1.0.
`CN(C)C(=S)Nc1ccc2c(c1)OCCO2` gave Mtb BioA inh 0.0, VHR inh abs -6.7, Rv3671c protease 3.1, FadD28 binding -4.1, Mtb UGM inh 0.5, MazF activator 2.3, GDH-TPI counter -10.3, CCHF vOTU inh -14.0 and FBA Mtb inh -4.8.
Screening Cc1ccc(CONC(=O)c2ccccc2)cc1 returned Mtb BioA inh 0.1, VHR inh abs 15.0, BoNT-F LC inh 2.3, Rv3671c protease 5.0, FadD28 binding -2.6, Mtb UGM inh 6.1, MazF activator 5.7, GDH-TPI counter 1.4, CCHF vOTU inh -5.1 and FBA Mtb inh 1.7.
Screening O=S1(=O)N=C(Nc2ccc(O)c(CN3CCCCC3)c2)c2ccccc21 returned Mtb BioA inh -0.2, VHR inh abs 10.0, BoNT-F LC inh 3.7, Rv3671c protease 1.8, FadD28 binding -4.9, Mtb UGM inh -1.3, MazF activator 11.7, GDH-TPI counter 11.5, CCHF vOTU inh -12.9 and FBA Mtb inh -2.8.
Screening O=C(Nc1ccccc1O)c1nc(Cl)ccc1Cl returned VHR inh abs -21.1, BoNT-F LC inh -0.9, Rv3671c protease -12.5, FadD28 binding -3.7, Mtb UGM inh 1.0, MazF activator 15.0, GDH-TPI counter 2.2, CCHF vOTU inh -8.4 and FBA Mtb inh -2.6.
COc1ccc(-c2noc(CSc3nc(N)c(-c4ccccc4)c(=O)[nH]3)n2)cc1OC was read as Mtb BioA inh -2.1, VHR inh abs 6.5, BoNT-F LC inh -10.8, Rv3671c protease -19.6, FadD28 binding 0.0, Mtb UGM inh 1.5, MazF activator 8.7, GDH-TPI counter -6.9, CCHF vOTU inh 7.3 and FBA Mtb inh 2.5.
Screening Cc1cc(NC(=O)COC(=O)c2ccccc2Cl)no1 returned Mtb BioA inh -0.9, Rv3671c protease -7.3, FadD28 binding -0.2, Mtb UGM inh 1.8, MazF activator 4.2, GDH-TPI counter 3.2, CCHF vOTU inh 4.3 and FBA Mtb inh 2.0.
Screening CN(C)C(=O)c1cc(-c2ccccc2)no1 returned Mtb BioA inh -1.5, VHR inh abs 13.4, BoNT-F LC inh 5.5, Rv3671c protease 4.9, FadD28 binding -0.9, Mtb UGM inh 1.6, MazF activator 6.3, GDH-TPI counter -3.2, CCHF vOTU inh 4.3 and FBA Mtb inh 6.3.
CCS(=O)(=O)Nc1cccc(C(=C2CCCCC2)c2cnc[nH]2)c1 was read as Mtb BioA inh 2.0, BoNT-F LC inh -7.9, Rv3671c protease 7.7, FadD28 binding -4.0, Mtb UGM inh -0.9, MazF activator -1.7, GDH-TPI counter -9.8, CCHF vOTU inh -6.3 and FBA Mtb inh -2.4.
For CC(C)Oc1ccc(NC(N)=O)cc1 the results were Mtb BioA inh 1.5, VHR inh abs 15.3, BoNT-F LC inh -1.8, Rv3671c protease 0.1, FadD28 binding -3.5, Mtb UGM inh -1.4, MazF activator 2.5, GDH-TPI counter -15.9, CCHF vOTU inh -13.9 and FBA Mtb inh -2.6.
CC[C@]12C=CCN3CCC4(c5cc(Br)c(OC)cc5N(C)C4[C@@](O)(C(=O)OC)[C@@H]1OC(C)=O)C32 (some centres undefined) was read as Mtb BioA inh -1.3, VHR inh abs 4.8, BoNT-F LC inh -4.5, Rv3671c protease 3.2, FadD28 binding -1.6, Mtb UGM inh -0.2, MazF activator -2.5, GDH-TPI counter -7.6, CCHF vOTU inh 21.0 and FBA Mtb inh -3.7.
CC(=O)c1ccc(S(=O)(=O)Nc2ccc(C(=O)NCC(c3ccccc3)N(C)C)cc2)cc1 (centres undefined) was read as Mtb BioA inh -1.9, VHR inh abs 5.9, BoNT-F LC inh -4.7, Rv3671c protease 15.9, FadD28 binding -2.7, Mtb UGM inh -0.8, MazF activator 2.0, GDH-TPI counter 2.5, CCHF vOTU inh -8.2 and FBA Mtb inh -1.4.
Screening O=C(CSc1nc(-c2ccco2)cc(C(F)(F)F)n1)NCCCn1ccnc1 returned Mtb BioA inh 2.9, VHR inh abs -6.1, BoNT-F LC inh -6.9, Rv3671c protease -0.4, FadD28 binding -0.9, Mtb UGM inh 0.6, MazF activator 3.3, GDH-TPI counter 20.4, CCHF vOTU inh 12.9 and FBA Mtb inh 5.7.
CC(=O)N1CCN(c2ccccc2NC(=O)c2cccc3c(Cl)cccc23)CC1 was read as Mtb BioA inh 5.5, VHR inh abs 35.9, BoNT-F LC inh inconclusive, FadD28 binding -4.3, Mtb UGM inh -1.8, MazF activator 14.9, GDH-TPI counter 2.5, CCHF vOTU inh -1.1 and FBA Mtb inh 0.6.
O=C1[C@H]2[C@H](C=CC[C@H]2C(=O)N2CCN(c3ccccc3)CC2)CCN1Cc1ccc(Cl)c(Cl)c1 was read as Mtb BioA inh -2.8, BoNT-F LC inh -2.6, Rv3671c protease -5.6, FadD28 binding -4.9, Mtb UGM inh 1.5, MazF activator 1.0, GDH-TPI counter 7.8, CCHF vOTU inh -1.6 and FBA Mtb inh 0.9.

Compounds above that contain two or more sulfur atoms, in the order listed:
`CC12CCC(=O)N1C(C(=O)NCCN1C(=O)S/C(=C\c3ccccc3F)C1=O)CS2` (centres undefined) gave BoNT-F LC inh 2.8, Rv3671c protease 9.3, FadD28 binding -2.4, Mtb UGM inh 5.9, MazF activator 0.5, GDH-TPI counter 21.5, CCHF vOTU inh -2.1 and FBA Mtb inh -4.0.
`COc1ccc(N2C(=NC(=O)CC3CCCCC3)SC3CS(=O)(=O)CC32)cc1` (centres undefined) gave Mtb BioA inh 7.4, VHR inh abs 15.0, BoNT-F LC inh -4.6, Rv3671c protease -6.7, FadD28 binding 0.4, Mtb UGM inh -2.0, MazF activator -19.9, GDH-TPI counter -0.4, CCHF vOTU inh -6.3 and FBA Mtb inh 1.0.
